NSD2 inh: inhibitors of human NSD2, primary screen, biochemical, plate reader, single point. Histone-lysine N-methyltransferase NSD2 (Homo sapiens), O96028. NSD2-SET H3K36me1 DELFIA fluorescence. inhibition, % at 12.5 µM. 44,000 compounds, 0.07% hits; in the data active = inhibition above about 54%, passing the limit was not always enough;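 also: inhibitors reduce the monomethyl H3K36 fluorescence signal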
Target sequence (O96028 whole entry, looked up): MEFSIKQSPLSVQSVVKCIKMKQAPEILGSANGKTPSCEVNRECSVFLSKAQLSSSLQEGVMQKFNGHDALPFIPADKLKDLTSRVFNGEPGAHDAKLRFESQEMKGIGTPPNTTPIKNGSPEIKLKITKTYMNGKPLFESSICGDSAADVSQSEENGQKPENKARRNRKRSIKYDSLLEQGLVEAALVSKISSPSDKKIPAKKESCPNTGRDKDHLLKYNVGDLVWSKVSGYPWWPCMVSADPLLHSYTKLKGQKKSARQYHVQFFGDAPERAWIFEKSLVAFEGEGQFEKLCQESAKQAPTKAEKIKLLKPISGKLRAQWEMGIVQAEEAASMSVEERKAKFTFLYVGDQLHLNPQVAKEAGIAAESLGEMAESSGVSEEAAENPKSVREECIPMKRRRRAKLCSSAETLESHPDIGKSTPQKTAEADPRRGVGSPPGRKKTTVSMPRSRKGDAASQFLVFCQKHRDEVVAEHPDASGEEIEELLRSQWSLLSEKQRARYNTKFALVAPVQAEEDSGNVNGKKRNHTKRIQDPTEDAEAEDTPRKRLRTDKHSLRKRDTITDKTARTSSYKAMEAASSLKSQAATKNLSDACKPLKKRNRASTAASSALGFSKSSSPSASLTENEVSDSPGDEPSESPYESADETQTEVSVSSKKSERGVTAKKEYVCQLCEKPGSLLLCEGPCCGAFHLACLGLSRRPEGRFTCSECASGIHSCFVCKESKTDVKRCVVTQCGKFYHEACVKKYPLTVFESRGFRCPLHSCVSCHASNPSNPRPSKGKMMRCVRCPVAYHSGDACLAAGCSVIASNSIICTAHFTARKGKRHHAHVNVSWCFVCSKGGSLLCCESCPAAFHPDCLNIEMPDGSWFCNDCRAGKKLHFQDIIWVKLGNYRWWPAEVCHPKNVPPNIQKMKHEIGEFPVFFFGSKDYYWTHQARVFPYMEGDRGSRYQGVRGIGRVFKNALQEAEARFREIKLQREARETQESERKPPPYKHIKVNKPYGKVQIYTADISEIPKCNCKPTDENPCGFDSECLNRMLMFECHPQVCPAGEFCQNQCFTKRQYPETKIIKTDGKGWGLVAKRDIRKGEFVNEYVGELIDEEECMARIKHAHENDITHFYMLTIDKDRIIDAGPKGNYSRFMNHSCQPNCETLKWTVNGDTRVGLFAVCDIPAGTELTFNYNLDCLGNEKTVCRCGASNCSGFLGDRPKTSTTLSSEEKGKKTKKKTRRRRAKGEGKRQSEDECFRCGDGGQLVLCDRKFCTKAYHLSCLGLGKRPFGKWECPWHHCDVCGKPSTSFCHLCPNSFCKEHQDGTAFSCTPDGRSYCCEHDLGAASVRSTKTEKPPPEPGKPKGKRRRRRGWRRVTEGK
* = called active by the depositor; & = joins results of further samples. An excerpt (hit frequency here may not be typical).

NSD2 inh	SMILES
-11.7	COc1ccc(S(=O)(=O)Nc2ccc3c(c2)CC(=O)N([C@@H](C)CO)C[C@H](C)[C@@H](CN(C)CC2CCCCC2)O3)cc1
-5.0	CC(C)NC(=O)Nc1ccc2c(c1)C(=O)N([C@H](C)CO)C[C@@H](C)[C@H](CN(C)C(=O)c1ccncc1)OCCCC[C@@H](C)O2
-3.7	C[C@@H]1CN([C@@H](C)CO)C(=O)c2cc(-c3ccc(C#N)cc3)cnc2O[C@@H]1CN(C)Cc1ccncc1
3.0	Cc1noc(C)c1S(=O)(=O)Nc1cccc2c1O[C@H](CN(C)CC1CC1)[C@H](C)CN([C@H](C)CO)C2=O
-6.2	C[C@@H]1CN([C@@H](C)CO)C(=O)c2cc(C#CCN(C)C)cnc2O[C@H]1CN(C)C(=O)Cc1ccccc1
0.8	Cc1noc(C)c1NC(=O)Nc1ccc2c(c1)CC(=O)N([C@H](C)CO)C[C@H](C)[C@H](CN(C)C(=O)Nc1ccc(F)cc1)O2
2.1	COCC#Cc1cnc2c(c1)C(=O)N([C@@H](C)CO)C[C@H](C)[C@H](CN(C)C(=O)Cc1ccncc1)O2
1.7	COc1ccc(NC(=O)N(C)C[C@H]2OCCCC[C@@H](C)Oc3ccc(NS(=O)(=O)c4c(C)noc4C)cc3C(=O)N([C@H](C)CO)C[C@H]2C)cc1
2.3	C[C@@H]1CN([C@@H](C)CO)C(=O)c2cc(NC(=O)Nc3cccc4ccccc34)ccc2O[C@H]1CN(C)CC1CCCCC1
3.9	C[C@@H]1CN([C@H](C)CO)C(=O)c2cc(-c3ccncc3)cnc2O[C@H]1CN(C)Cc1cccnc1
-4.5	C[C@@H]1CN([C@@H](C)CO)C(=O)Cc2cc(NC(=O)NC3CCCCC3)ccc2O[C@@H]1CN(C)C(=O)Nc1ccc(C(F)(F)F)cc1
5.1	C[C@H](CO)N1C[C@H](C)[C@@H](CN(C)Cc2ccc(Oc3ccccc3)cc2)Oc2c(NC(=O)c3ccc(-c4nccs4)cc3)cccc2C1=O
-0.2	C[C@@H]1CN([C@@H](C)CO)C(=O)Cc2cc(N(C)C)ccc2O[C@H]1CN(C)S(=O)(=O)c1ccc(F)cc1
-7.8	C[C@@H]1CN([C@@H](C)CO)C(=O)c2cc(NC(=O)C3CC3)ccc2O[C@@H]1CN(C)Cc1ccc(C(F)(F)F)cc1
-9.4	Cc1ccc(-c2ccc3c(c2)O[C@H](CN(C)C(=O)Nc2ccc(F)cc2)[C@@H](C)CN([C@@H](C)CO)S3(=O)=O)cc1
-12.1	C[C@@H]1CCCCO[C@H](CN(C)Cc2ccncc2)[C@H](C)CN([C@H](C)CO)C(=O)c2cc(NS(C)(=O)=O)ccc2O1
0.2	Cc1noc(C)c1NC(=O)N(C)C[C@H]1Oc2ccc(NS(=O)(=O)c3cccs3)cc2CC(=O)N([C@@H](C)CO)C[C@@H]1C
1.7	C[C@H](CO)N1C[C@H](C)[C@@H](CN(C)Cc2ccc(C(=O)Nc3ccccc3N)cc2)Oc2ccc(NC(=O)Cn3cnnn3)cc2CC1=O
-5.7	O=C1O[C@@H](c2ccccc2)[C@@H](c2ccccc2)N2[C@@H](c3ccc(O)cc3)[C@]3(C(=O)Nc4ccc(C#CCCO)cc43)[C@@H](C(=O)N3CCCCCCC3)[C@H]12
8.9	COc1cccc(S(=O)(=O)N[C@H]2CC[C@H](CC(=O)NC3CCC3)O[C@H]2CO)c1
-1.3	C[C@H]1CN([C@@H](C)CO)S(=O)(=O)c2ccc(-c3ccc(C#N)cc3)cc2O[C@H]1CN(C)C(=O)Nc1cc(F)ccc1F
2.7	COc1ccc(NC(=O)Nc2cccc3c2O[C@@H](CN(C)Cc2ccccc2)[C@@H](C)CN([C@@H](C)CO)C3=O)cc1
-2.4	C[C@@H]1CN([C@@H](C)CO)C(=O)c2cccc(NC(=O)C3CC3)c2O[C@@H]1CN(C)Cc1ccc(-c2ccccc2)cc1
0.8	C[C@H](CO)N1C[C@H](C)[C@@H](CN(C)S(=O)(=O)c2cn(C)cn2)Oc2c(NC(=O)c3nc4ccccc4s3)cccc2C1=O
1.0	C[C@@H]1CN([C@H](C)CO)C(=O)c2cc(N(C)C)ccc2O[C@H]1CN(C)S(=O)(=O)c1ccc(F)cc1
9.6	Cc1ccc(S(=O)(=O)N(C)C[C@H]2Oc3ccc(NC(=O)Nc4ccc5c(c4)OCO5)cc3CC(=O)N([C@H](C)CO)C[C@@H]2C)cc1
0.7	C[C@H]1CN([C@@H](C)CO)C(=O)c2cccc(NS(=O)(=O)c3ccccc3)c2O[C@@H]1CN(C)C
-4.8	C[C@@H]1CN([C@@H](C)CO)C(=O)c2cc(-c3cncnc3)cnc2O[C@H]1CN(C)Cc1ccccc1
-52.1	C[C@@H]1CCCCO[C@@H](CN(C)C(=O)CCC(F)(F)F)[C@H](C)CN([C@@H](C)CO)C(=O)c2cc(NS(=O)(=O)c3ccccc3)ccc2O1
8.1	Cc1cc(C(=O)Nc2cccc3c2O[C@H](CN(C)C(=O)Nc2cccc4ccccc24)[C@@H](C)CN([C@H](C)CO)C3=O)n(C)n1
4.2	C[C@@H]1CCCCO[C@H](CN(C)S(=O)(=O)c2cn(C)cn2)[C@H](C)CN([C@@H](C)CO)C(=O)c2cc(NS(C)(=O)=O)ccc2O1
4.6	COCC#Cc1cnc2c(c1)C(=O)N([C@@H](C)CO)C[C@@H](C)[C@@H](CN(C)C(=O)Nc1ccc(OC)cc1)O2
14.7	Cc1noc(C)c1NC(=O)Nc1ccc2c(c1)CC(=O)N([C@H](C)CO)C[C@@H](C)[C@H](CN(C)C(=O)Nc1ccc(C(F)(F)F)cc1)O2
-7.0	C[C@H]1CN([C@@H](C)CO)S(=O)(=O)c2ccc(C#CC3CCCC3)cc2O[C@H]1CN(C)S(C)(=O)=O
1.9	CC(C)NC(=O)Nc1ccc2c(c1)CC(=O)N([C@@H](C)CO)C[C@@H](C)[C@H](CN(C)C(=O)Nc1cccc3ccccc13)O2
0.1	CC(C)CC#Cc1ccc2c(c1)O[C@@H](CN(C)C(=O)Cc1ccncc1)[C@H](C)CN([C@@H](C)CO)S2(=O)=O
3.2	CO[C@@H](CN(C)C(=O)c1cnccn1)[C@@H](C)CN([C@H](C)CO)S(=O)(=O)c1ccc(F)cc1
-0.6	COc1ccc(NC(=O)Nc2ccc3c(c2)CC(=O)N([C@H](C)CO)C[C@@H](C)[C@@H](CN(C)C(=O)Nc2c(C)noc2C)O3)cc1
1.2	C[C@@H]1CN([C@@H](C)CO)C(=O)c2cccc(NS(=O)(=O)c3ccccc3)c2O[C@@H]1CN(C)C(=O)NC1CCCCC1
-12.6	CCn1cc(C(=O)N(C)C2CCCCC2)c2cc(OC)c(OC)cc2c1=O
3.1	CC(C)NC(=O)N(C)C[C@H]1Oc2ccc(NC(=O)Cc3cn(C)c4ccccc34)cc2C(=O)N([C@H](C)CO)C[C@H]1C
-0.7	C[C@H](CO)N1C[C@H](C)[C@@H](CN(C)Cc2ccccc2)Oc2ccc(NC(=O)NC3CCCCC3)cc2CC1=O
12.2	COCC#Cc1cnc2c(c1)C(=O)N([C@H](C)CO)C[C@@H](C)[C@@H](CN(C)Cc1ccc3c(c1)OCO3)O2
2.7	C[C@@H]1CCCCO[C@@H](CN(C)Cc2ccncc2)[C@@H](C)CN([C@H](C)CO)C(=O)c2cc(NC(=O)c3ccccc3)ccc2O1
-0.4	C[C@@H]1CCCCO[C@@H](CN(C)C(=O)Nc2ccc3c(c2)OCO3)[C@H](C)CN([C@H](C)CO)C(=O)c2cc(NC(=O)Cc3ccccc3)ccc2O1
6.0	C[C@@H]1CN([C@H](C)CO)C(=O)c2cc(NC(=O)C3CCCCC3)ccc2O[C@H]1CN(C)Cc1ccncc1
-3.5	COc1cccc(S(=O)(=O)N(C)C[C@@H]2Oc3ncc(Br)cc3C(=O)N([C@H](C)CO)C[C@@H]2C)c1
-2.4	C[C@@H]1CN([C@H](C)CO)C(=O)Cc2cc(N(C)C)ccc2O[C@@H]1CN(C)C(=O)Nc1cccc2ccccc12
-11.9	C[C@H](CO)N1C[C@H](C)[C@H](CN(C)Cc2ccncc2)Oc2c(NC(=O)NC3CCCCC3)cccc2C1=O
-3.9	C[C@H](CO)N1C[C@H](C)[C@H](CN(C)C(=O)C2CC2)Oc2cc(C#Cc3ccccn3)ccc2S1(=O)=O
-7.0	C[C@@H]1CN([C@@H](C)CO)C(=O)Cc2cc(NC(=O)C3CC3)ccc2O[C@H]1CN(C)S(=O)(=O)c1cn(C)cn1
-2.8	CC(C)NC(=O)N(C)C[C@@H]1OCc2cn(nn2)CCCC(=O)N([C@@H](C)CO)C[C@@H]1C
3.8	C[C@@H]1CN([C@H](C)CO)C(=O)CCCn2cc(nn2)CO[C@H]1CN(C)Cc1ccccc1
-7.0	C[C@@H]1CN([C@H](C)CO)C(=O)Cc2cc(NS(C)(=O)=O)ccc2O[C@H]1CN(C)C(=O)Nc1ccc(C(F)(F)F)cc1
4.0	C[C@H]1CN([C@@H](C)CO)C(=O)c2cc(NS(=O)(=O)c3cn(C)cn3)ccc2O[C@@H]1CN(C)S(=O)(=O)c1cccs1
1.1	C[C@@H]1CN([C@@H](C)CO)C(=O)c2cc(NS(=O)(=O)c3cccs3)ccc2O[C@@H](C)CCCCO[C@@H]1CN(C)C
13.8	C[C@@H]1CN([C@@H](C)CO)C(=O)c2cc(Br)cnc2O[C@@H]1CN(C)CC1CCOCC1
8.3	C[C@@H]1CN([C@H](C)CO)C(=O)c2cc(-c3ccc(F)cc3)cnc2O[C@@H]1CN(C)C(=O)C1CCC1
-17.7	COc1ccc(NC(=O)N(C)C[C@@H]2OCCCC[C@H](C)Oc3ccc(NS(=O)(=O)c4cn(C)cn4)cc3C(=O)N([C@H](C)CO)C[C@H]2C)cc1
2.4	CCC(=O)N(C)C[C@@H]1Oc2ncc(C#Cc3ccc(OC)cc3)cc2C(=O)N([C@@H](C)CO)C[C@H]1C

Next section.
NSD2 inh	SMILES
-3.2	O=C(Nc1cccc(C(F)(F)F)c1)Nc1cc(Cl)ccc1C(=O)O
9.1	C[C@@H]1CN([C@H](C)CO)S(=O)(=O)c2ccc(C3=CCCCC3)cc2O[C@@H]1CN(C)Cc1ccccc1
7.8	C[C@@H]1CN([C@@H](C)CO)C(=O)Cc2cc(NC(=O)CCCN(C)C)ccc2O[C@H]1CN(C)S(=O)(=O)c1ccccc1
1.6	C[C@H]1CN([C@@H](C)CO)C(=O)c2cccc(NC(=O)C3CCOCC3)c2O[C@H]1CN(C)C(=O)Nc1ccc2c(c1)OCO2
-1.8	C[C@H](CO)N1C[C@H](C)[C@@H](CN(C)C(=O)NC2CCCCC2)OCCCC[C@H](C)Oc2ccc(NS(=O)(=O)c3ccc(F)cc3)cc2C1=O
14.0	Cc1ccc(S(=O)(=O)Nc2ccc3c(c2)C(=O)N([C@H](C)CO)C[C@H](C)[C@@H](CN(C)CC2CCCCC2)O3)cc1
1.2	COc1ccc(NC(=O)Nc2ccc3c(c2)C(=O)N([C@H](C)CO)C[C@H](C)[C@H](CN(C)S(=O)(=O)c2ccc(F)cc2)O3)cc1
5.4	Cc1ccc(-c2nc(Nc3ccccc3F)sc2C)cc1
9.4	C[C@@H]1CN([C@H](C)CO)C(=O)c2cc(NC(=O)Cc3ccccc3)ccc2O[C@@H]1CN(C)C(=O)Nc1ccc(F)cc1
-6.8&-5.8	O=C(/C=C/c1ccc(O)c(O)c1)OCCc1ccccc1
4.8	C[C@@H]1CN([C@H](C)CO)C(=O)c2cc(NC(=O)CCCN(C)C)ccc2O[C@H]1CN(C)S(=O)(=O)c1cccs1
2.4	CC(C)NC(=O)N(C)C[C@@H]1Oc2c(NS(=O)(=O)c3cccs3)cccc2C(=O)N([C@@H](C)CO)C[C@H]1C
-2.2	Cc1noc(C)c1NC(=O)Nc1ccc2c(c1)C(=O)N([C@@H](C)CO)C[C@H](C)[C@H](CN(C)C)OCCCC[C@@H](C)O2
-5.2	C[C@H](CO)N1C[C@H](C)[C@H](CN(C)C(=O)Nc2cccc3ccccc23)Oc2ccc(NC(=O)Nc3ccc(C(F)(F)F)cc3)cc2CC1=O
-3.1	COc1ccc(S(=O)(=O)N(C)C[C@H]2Oc3ccc(NC(=O)Cn4cnnn4)cc3CC(=O)N([C@H](C)CO)C[C@H]2C)cc1

A different layout for part of the listing above.
Structure | NSD2 inh
C[C@@H]1CN([C@H](C)CO)S(=O)(=O)c2ccc(C3=CCCCC3)cc2O[C@@H]1CN(C)Cc1ccccc1 | 9.1
C[C@@H]1CN([C@@H](C)CO)C(=O)Cc2cc(NC(=O)CCCN(C)C)ccc2O[C@H]1CN(C)S(=O)(=O)c1ccccc1 | 7.8
C[C@H]1CN([C@@H](C)CO)C(=O)c2cccc(NC(=O)C3CCOCC3)c2O[C@H]1CN(C)C(=O)Nc1ccc2c(c1)OCO2 | 1.6
C[C@H](CO)N1C[C@H](C)[C@@H](CN(C)C(=O)NC2CCCCC2)OCCCC[C@H](C)Oc2ccc(NS(=O)(=O)c3ccc(F)cc3)cc2C1=O | -1.8
Cc1ccc(S(=O)(=O)Nc2ccc3c(c2)C(=O)N([C@H](C)CO)C[C@H](C)[C@@H](CN(C)CC2CCCCC2)O3)cc1 | 14.0
COc1ccc(NC(=O)Nc2ccc3c(c2)C(=O)N([C@H](C)CO)C[C@H](C)[C@H](CN(C)S(=O)(=O)c2ccc(F)cc2)O3)cc1 | 1.2
Cc1ccc(-c2nc(Nc3ccccc3F)sc2C)cc1 | 5.4
C[C@@H]1CN([C@H](C)CO)C(=O)c2cc(NC(=O)Cc3ccccc3)ccc2O[C@@H]1CN(C)C(=O)Nc1ccc(F)cc1 | 9.4
O=C(/C=C/c1ccc(O)c(O)c1)OCCc1ccccc1 | -6.8&-5.8
C[C@@H]1CN([C@H](C)CO)C(=O)c2cc(NC(=O)CCCN(C)C)ccc2O[C@H]1CN(C)S(=O)(=O)c1cccs1 | 4.8
CC(C)NC(=O)N(C)C[C@@H]1Oc2c(NS(=O)(=O)c3cccs3)cccc2C(=O)N([C@@H](C)CO)C[C@H]1C | 2.4

An excerpt from above in order of heavy-atom count, low to high:
NSD2 inh	SMILES
2.4	CC(C)NC(=O)N(C)C[C@@H]1Oc2c(NS(=O)(=O)c3cccs3)cccc2C(=O)N([C@@H](C)CO)C[C@H]1C
14.0	Cc1ccc(S(=O)(=O)Nc2ccc3c(c2)C(=O)N([C@H](C)CO)C[C@H](C)[C@@H](CN(C)CC2CCCCC2)O3)cc1
1.2	COc1ccc(NC(=O)Nc2ccc3c(c2)C(=O)N([C@H](C)CO)C[C@H](C)[C@H](CN(C)S(=O)(=O)c2ccc(F)cc2)O3)cc1
